PfHsp90 set2: reduces growth (ATP signal) of yeast expressing P. falciparum Hsp90 | S. cerevisiae expressing PfHsp90, BacTiter-Glo ATP, 48 h; yeast lacking PDR1 and PDR3 efflux regulators | inhibition, % at 9.4 µM | AID 504621 | hit rate 0.32% among 310,000;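 active = every replicate shows inhibition above about 80%, whatever the replicate mean, limit read from the data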;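 note: 0% = DMSO neutral controls and 100% = 20 µM radicicol positive controls; yeast relying on Plasmodium falciparum Hsp90 in place of its own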
E coli growth: bacterial growth inhibition, counter-screen for AddAB inhibitors. hit rate 0.27% among 330,000. E. coli V3065 growth, OD600 absorbance, 18 h. inhibition, % at 11.9 µM;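 active = inhibition above the campaign's mean inhibition across all tested compounds plus 3 SD, cut at about 9.9% in these data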;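 note: uninfected addAB+ strain grown without phage in ampicillin broth; 0% = DMSO wells and 100% = ciprofloxacin 0.95 µg/ml wells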
CAL PDZ FP: blocks peptide binding to human CAL PDZ domain; inhibition, % at 20 µM; purified CAL PDZ, TMR-peptide fluorescence polarization, 1 h; hit rate 0.02% among 330,000; Q9HD26;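 active = highest replicate inhibition of at least 40%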;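 note: plate controls were DMSO neutral control wells for no effect and unlabeled competitor peptide control wells for full effect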
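System: tagged CAL PDZ domain. Schedule: 1 h room-temperature incubation prior to read. Signal: fluorescence polarization (mP). Measure: percent inhibition from loss of millipolarization.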
Tat transport: inhibitors of E. coli Tat protein transport. E. coli MC4100 TorA-mCherry Tat export, fluorescence. inhibition, % at 10 µM. hit rate 0.036% among 340,000. AID 488895;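 active = mean replicate inhibition at least 50% and at least half of replicates individually reaching 50%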;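 note: exported cargo escapes ClpAP degradation while cytoplasmic cargo is degraded and loses fluorescence; 0% = median of neutral control wells and 100% = median of NaSCN control wells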
DAGLB inhibitor: diacylglycerol lipase beta (human) inhibition | Q8NCG7 | HEK293T DAGLB membrane lysate, EnzChek fluorogenic substrate | inhibition, % at 5.17 µM | hit rate 0.059% among 340,000; in the data active = inhibition above about 34%;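 note: 0% = enzyme with vehicle and 100% = wells lacking enzyme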
Target sequence (Q8NCG7 whole entry, looked up): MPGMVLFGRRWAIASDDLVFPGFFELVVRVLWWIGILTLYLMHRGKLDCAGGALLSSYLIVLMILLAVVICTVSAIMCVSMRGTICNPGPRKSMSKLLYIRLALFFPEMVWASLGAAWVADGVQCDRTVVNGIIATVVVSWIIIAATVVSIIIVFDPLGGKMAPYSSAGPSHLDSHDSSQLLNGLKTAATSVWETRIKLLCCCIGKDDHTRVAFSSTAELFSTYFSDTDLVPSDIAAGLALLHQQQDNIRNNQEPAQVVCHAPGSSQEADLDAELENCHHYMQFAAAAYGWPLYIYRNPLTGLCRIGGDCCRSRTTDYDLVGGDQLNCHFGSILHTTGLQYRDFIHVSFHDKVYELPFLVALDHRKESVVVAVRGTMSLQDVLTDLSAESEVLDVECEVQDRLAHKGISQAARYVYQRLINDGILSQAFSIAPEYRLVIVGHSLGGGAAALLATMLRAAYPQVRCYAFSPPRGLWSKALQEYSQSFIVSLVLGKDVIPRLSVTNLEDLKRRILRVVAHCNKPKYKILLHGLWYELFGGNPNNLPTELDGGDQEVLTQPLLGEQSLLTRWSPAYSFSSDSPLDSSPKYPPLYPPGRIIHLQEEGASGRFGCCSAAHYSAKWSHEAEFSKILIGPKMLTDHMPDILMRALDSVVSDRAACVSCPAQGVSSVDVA
PvdQ inh: P. aeruginosa PvdQ acylase inhibition; purified PvdQ acylase, fluorescence plate reader; inhibition, % at 10 µM; hit rate 0.063% among 340,000; in the data active = inhibition above about 30%, passing the limit was not always enough;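 note: 0% = vehicle neutral wells and 100% = reference inhibitor wells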
phage Ecoli inh: E. coli growth loss with phage present; hit rate 0.26% among 360,000; inhibition, % at 11.9 µM; growth absorbance; in the data active = inhibition above about 11%
Rtt109 HAT inh: inhibitors of Candida albicans Rtt109/Vps75 histone acetyltransferase. Q5AAJ8. purified Rtt109/Vps75, ThioGlo CoA-SH fluorescence, 4 h. inhibition, % at 34.9 µM. hit rate 0.16% among 330,000;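 active = inhibition of at least 50% in every replicate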
Target sequence (Q5AAJ8 whole entry, looked up): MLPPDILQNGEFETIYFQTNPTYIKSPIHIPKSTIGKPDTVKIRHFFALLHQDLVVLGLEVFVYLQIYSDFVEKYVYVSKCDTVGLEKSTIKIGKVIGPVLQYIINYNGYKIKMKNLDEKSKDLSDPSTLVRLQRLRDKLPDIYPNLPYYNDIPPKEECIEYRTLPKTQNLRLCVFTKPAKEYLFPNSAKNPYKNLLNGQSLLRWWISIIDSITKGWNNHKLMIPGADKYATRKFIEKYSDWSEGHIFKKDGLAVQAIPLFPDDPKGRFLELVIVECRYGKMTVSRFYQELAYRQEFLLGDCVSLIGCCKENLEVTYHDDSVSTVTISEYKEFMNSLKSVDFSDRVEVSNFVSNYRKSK
AddAB inh: less growth of phage-infected E. coli with AddAB | E. coli expressing H. pylori AddAB, absorbance growth | inhibition, % at 11.9 µM | hit rate 0.29% among 330,000; in the data active = inhibition above about 12%;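 note: 0% = vehicle wells of infected cells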
Wnt act: activators of Wnt/beta-catenin signaling. activation, % at 9.35 µM. Wnt/beta-catenin reporter cell assay, activator, plate reader. hit rate 1.2% among 300,000; in the data active = activation above about 30%, passing the limit was not always enough;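 note: 0% = neutral control wells and 100% = positive control wells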
The depositor's hits bear a star; . = no result given.

Start of the data: the first 2 records (preview)
no.	mol	PfHsp90 set2	E coli growth	CAL PDZ FP	Tat transport	DAGLB inhibitor	PvdQ inh	phage Ecoli inh	Rtt109 HAT inh	AddAB inh	Wnt act
1	CCc1ccccc1Nc1nc(N)nc(COC(=O)C2CCN(C(=O)c3ccc(F)cc3)CC2)n1	.	.	-2.0	-3	1	-10	0.7	6	.	0
2	CC(C)NC(=O)C1CCCN(S(=O)(=O)c2ccc(-n3cnnn3)cc2)C1 (stereo not given)	-4	1.8	0.8	-1	0	7	-0.8	-3	0.5	-5

This part in full, from the start:
no.	mol	PfHsp90 set2	E coli growth	CAL PDZ FP	Tat transport	DAGLB inhibitor	PvdQ inh	phage Ecoli inh	Rtt109 HAT inh	AddAB inh	Wnt act
1	CCc1ccccc1Nc1nc(N)nc(COC(=O)C2CCN(C(=O)c3ccc(F)cc3)CC2)n1	.	.	-2.0	-3	1	-10	0.7	6	.	0
2	CC(C)NC(=O)C1CCCN(S(=O)(=O)c2ccc(-n3cnnn3)cc2)C1 (stereo not given)	-4	1.8	0.8	-1	0	7	-0.8	-3	0.5	-5
3	Nc1ccccc1SC(C[N+](=O)[O-])c1ccccc1 (stereo not given)	-13	2.4	-0.5	-23	-4	2	.	108*	1.6	.
4	Cc1c(CC(=O)NCCCC(=O)O)c(=O)oc2cc3occ(-c4ccccc4)c3cc12	0	-0.3	-5.6	-4	1	13	1.9	8	-1.5	3
5	CC(NC(=O)c1cc2ccccc2o1)c1cccs1 (stereo not given)	-1	1.9	-2.4	-2	-2	-9	0.6	.	1.5	.
6	O=C(COC(=O)c1ccc(Cl)s1)c1cc2ccccc2o1	-16	-2.2	-0.8	7	-5	-12	3.9	-10	0.7	0
7	COc1ccc(NC(=O)c2cc(-c3cc(C)c(C)cc3O)n[nH]2)c(OC)c1	8	-1.0	-2.5	-5	-1	-10	-0.9	-2	0.3	-3
8	COC(=O)[C@@]12CCCCN1[C@H](c1ccc(-c3ccc(F)cc3)c(OC)c1)[C@@H]1C(=O)N(C)C(=O)[C@@H]12	-3	0.7	0.3	10	-5	-7	2.3	5	-0.7	0
9	CCCCN(C(=O)C1CCN(C(=O)c2ccccc2C)CC1)c1c(N)n(CC(C)C)c(=O)[nH]c1=O	0	.	-0.5	-2	0	3	9.6	0	.	-5
10	O=C1CC(c2cccc(Br)c2)C2=C(CCCC2=O)N1 (stereo not given)	2	0.2	.	2	1	-13	2.0	0	0.0	.
11	O=c1[nH]nc(SCc2ccccc2)c(=O)[nH]1	-22	-1.6	-0.9	-2	-1	4	1.4	7	0.8	.
12	O=C(CNC(=O)c1ccccc1)NCC1COc2ccccc2O1 (stereo not given)	6	2.3	-3.3	2	-1	-23	1.7	8	5.2	.
13	CC(=O)c1c(C)[nH]c(C(=O)CN2C(=O)NC(C)(c3ccc4c(c3)OCCO4)C2=O)c1C (stereo not given)	.	0.8	0.2	6	2	-6	2.7	6	2.1	14
14	COC(=O)[C@H](C)N(Cc1ccc(Cl)c(Cl)c1)S(=O)(=O)CCNC1CCCC1	28	-1.2	-1.0	2	1	-11	.	2	0.1	.
15	CCOC(=O)[C@@H]1[C@H]2COc3ccc(Br)cc3[C@@H]2N2C(=O)N(c3ccccc3)C(=O)[C@]12C	2	0.5	-0.3	3	-5	4	3.8	5	3.7	-4
16	Cn1c(-c2ccccc2)cc(=O)n1-c1ccccc1	-56	.	0.2	6	0	-3	3.6	6	.	0
17	O=C(O)CC(SCC(=O)Nc1ccc(Br)cc1)C(=O)O (stereo not given)	-5	0.0	-0.7	-7	-3	4	3.5	0	3.9	-17
18	COc1cccc(C2=CC(c3cccc(OC)c3OC)n3nnnc3N2)c1 (stereo not given)	10	-0.2	-0.4	1	-4	2	1.3	13	1.9	.
19	COc1cccc(C(C(=O)NC2CCCCC2)N(Cc2ccco2)C(=O)c2ccccn2)c1 (stereo not given)	0	1.3	-1.8	-7	-3	4	0.4	13	1.1	1
20	COC(=O)C[C@H]1c2cc(C(F)(F)F)ccc2S(=O)(=O)N1C1CCCC1	.	-0.7	-0.9	-4	-1	-6	5.1	-16	2.5	1
21	N#CCCn1nnc(-c2ccccc2F)n1	-82	-1.5	-0.9	1	-2	-13	2.5	-11	2.3	1
22	CC(=O)NC1C(=O)N=C(SCC(=O)NCc2ccccc2)NC1=O (stereo not given)	.	0.7	-1.2	0	-1	4	3.4	-5	1.4	1
23	COc1ccccc1N1CCN(C(CNS(=O)(=O)c2ccccc2)c2ccccc2)CC1 (stereo not given)	-12	0.8	-1.1	6	-7	5	2.5	15	2.3	-2
24	Cc1cc(C)c(Cn2c3ccccc3c3cnn(CC(=O)NCCN4CCOCC4)c(=O)c32)c(C)c1	-24	-6.3	-2.4	10	3	-9	-0.8	-25	-2.0	10

Part of the list above, with one line to a screen:
[21] N#CCCn1nnc(-c2ccccc2F)n1
[23] COc1ccccc1N1CCN(C(CNS(=O)(=O)c2ccccc2)c2ccccc2)CC1 (stereo not given)

Compound	21	23
PfHsp90 set2	-82	-12
E coli growth	-1.5	0.8
CAL PDZ FP	-0.9	-1.1
Tat transport	1	6
DAGLB inhibitor	-2	-7
PvdQ inh	-13	5
phage Ecoli inh	2.5	2.5
Rtt109 HAT inh	-11	15
AddAB inh	2.3	2.3
Wnt act	1	-2

(further entries)
no.	mol	PfHsp90 set2	E coli growth	CAL PDZ FP	Tat transport	DAGLB inhibitor	PvdQ inh	phage Ecoli inh	Rtt109 HAT inh	AddAB inh	Wnt act
25	O=C(Cc1ccc(Cl)cc1)N1CCOCC1	-10	-0.6	-0.4	-5	0	-7	2.1	9	0.5	-1
26	Cc1cc(C(=O)COC(=O)c2cccn2C)c(C)n1Cc1ccco1	-38	0.4	-0.5	-2	-1	-10	5.5	.	4.6	-1
27	Cc1csc(NC(=O)C2COc3ccccc3O2)n1 (stereo not given)	.	-0.5	-1.1	-3	-1	-17	3.8	-6	0.7	.
28	Cc1cccc(-n2c(-c3csc4ccccc34)n[nH]c2=S)c1	-20	1.6	-3.1	-2	-4	-3	2.5	-4	2.5	-1
29	Nc1ccn(CC(=O)NCCNc2ccc([N+](=O)[O-])cn2)c(=O)n1	.	-0.3	-0.2	12	-1	21	0.4	-1	1.7	0
30	O=C(CN1CCN(Cc2ccccc2Cl)C1=O)NCC1CCCO1 (stereo not given)	4	2.8	-0.2	-6	-3	-4	2.1	-3	1.5	-1
31	COc1ccc(-n2cccc2/C=C2\C(=N)N3N=C(c4ccco4)SC3=NC2=O)cc1	0	-2.8	-3.2	3	16	-4	2.4	-3	-0.3	.
32	Cn1c(=O)[nH]c(=O)c2c1nc(CN1CCN(c3ccc(F)cc3)CC1)n2CCc1ccccc1	4	-1.6	-4.1	-5	4	-14	1.1	-13	0.2	-2
33	Cc1ccn2c(C(=O)N/N=C\c3cccs3)c(C)nc2c1	10	1.9	-2.0	-5	0	-12	0.4	-3	1.2	.
34	COc1ccc(C/C(O)=C(\C#N)c2nc3ccccc3s2)cc1	24	-0.6	-0.3	-8	4	-5	.	2	-3.2	.
35	O=C1c2ccccc2C(=O)N1n1cccc1	-24	-1.0	-0.5	1	-1	-5	0.4	8	3.6	.
36	CC(C)C(C)NC(=O)COC(=O)C1CCN(S(=O)(=O)c2ccc3c(c2)OCCO3)CC1 (stereo not given)	-9	-0.2	-2.6	2	0	-13	1.4	7	0.5	-2
37	Cc1nnc(SCC(=O)c2c[nH]c3ccccc23)n1C1CC1	-18	1.1	-0.7	-4	-4	15	2.0	1	2.1	7
38	CCCN1C(=O)CC(C(=O)OC)=C1C	-2	-1.7	0.5	0	3	1	1.2	12	-1.2	-1
39	COc1ccc(COc2cc(-c3cccc(OC)c3)nc3ccc(NC(=O)c4ccc(C)cc4)cc23)cc1	12	0.8	-1.6	-6	-12	-13	3.6	-7	0.6	-11
40	CC(=O)Oc1ccc(C(=O)NCCc2ccccc2)cc1	-12	-0.2	0.7	-1	-2	6	4.0	19	0.0	-1

Record cards, from the list above. Values in the order: PfHsp90 set2	E coli growth	CAL PDZ FP	Tat transport	DAGLB inhibitor	PvdQ inh	phage Ecoli inh	Rtt109 HAT inh	AddAB inh	Wnt act
Cc1csc(NC(=O)C2COc3ccccc3O2)n1 (stereo not given) in the list: .	-0.5	-1.1	-3	-1	-17	3.8	-6	0.7	.
Cn1c(-c2ccccc2)cc(=O)n1-c1ccccc1 in the list: -56	.	0.2	6	0	-3	3.6	6	.	0
Cc1cc(C(=O)COC(=O)c2cccn2C)c(C)n1Cc1ccco1 in the list: -38	0.4	-0.5	-2	-1	-10	5.5	.	4.6	-1
O=C(O)CC(SCC(=O)Nc1ccc(Br)cc1)C(=O)O (stereo not given) in the list: -5	0.0	-0.7	-7	-3	4	3.5	0	3.9	-17
Cc1c(CC(=O)NCCCC(=O)O)c(=O)oc2cc3occ(-c4ccccc4)c3cc12 in the list: 0	-0.3	-5.6	-4	1	13	1.9	8	-1.5	3

The list continues:
no.	mol	PfHsp90 set2	E coli growth	CAL PDZ FP	Tat transport	DAGLB inhibitor	PvdQ inh	phage Ecoli inh	Rtt109 HAT inh	AddAB inh	Wnt act
41	Cc1ccc(/C=N/NC(=O)CNC(=O)c2cccs2)o1	5	-0.4	-2.0	0	1	9	1.5	29	3.4	3
42	COc1ccc(N(C)S(=O)(=O)c2cccc(C(=O)NCC(c3cccs3)N(C)C)c2)cc1 (stereo not given)	15	-0.7	-2.8	1	1	-6	1.0	0	0.2	0
43	COC(=O)c1ccc(N(CC(=O)NCC2CCCO2)C(=O)CCC(=O)Nc2cc(C)on2)cc1 (stereo not given)	1	0.4	-1.4	-5	-1	-10	1.3	6	2.0	-1
44	Cc1ccccc1OCC(=O)OCC(=O)N1CCc2ccccc21	.	.	-3.1	-1	-8	5	3.5	12	.	0
45	COc1cccc(NC(=O)c2cccc(S(=O)(=O)N3CCN(Cc4ccccc4)CC3)c2)c1	-1	2.8	-2.7	9	-3	6	0.4	30	-0.7	0
46	Cc1ccccc1C(=O)N1CCN(S(=O)(=O)c2ccccc2)CC1	6	0.7	1.1	4	-1	-6	0.6	-4	-1.4	-2
47	O=C(COC(=O)c1cccc([N+](=O)[O-])c1)NCc1cccs1	4	2.0	-0.4	-1	3	-6	0.9	-7	0.3	0
48	O=C(Cc1ccc(F)cc1)NCCc1ccccc1	21	1.5	-0.1	2	-3	-6	2.1	-1	2.9	.
49	CC(=O)c1ccc(-c2ccc(C(=O)NCC3CCCO3)o2)cc1 (stereo not given)	-7	0.9	-2.0	1	0	-10	3.2	-19	0.8	5
50	Cn1ncc([N+](=O)[O-])c1C(=O)NCc1ccccc1	-7	-0.7	-2.0	1	-1	-11	1.5	-2	2.1	5
51	COc1cc(-c2cc(C(=O)N(C)Cc3ccccc3)c3ccccc3n2)cc(OC)c1OC	-11	0.2	-3.0	10	-4	-7	-0.2	12	0.2	-2
52	COc1ccc(C2(O)CN(c3ccc(C)cc3)C3=[N+]2CCCC3)cc1 (stereo not given)	.	1.7	-0.4	-5	0	3	2.7	3	1.8	-1
53	CCC(CC)C(=O)Nc1nnc(S(=O)(=O)N2CCCc3ccccc32)s1	18	0.3	0.9	-1	2	-14	1.9	5	0.0	-6
54	N#Cc1cccc(S(=O)(=O)N2CCN(c3ccnc4cc(Cl)ccc34)CC2)c1	-11	-1.5	-2.4	10	-2	-3	3.0	2	3.1	1
55	Cc1ccc(CNCC(O)(c2ccc(F)cc2)c2ccc(F)cc2)cc1	.	1.4	-2.2	10	-6	-9	3.4	-7	1.0	-11
56	Cc1occc1-c1nnc(SCC(=O)c2ccc(Cl)cc2)n1CC1CCCO1 (stereo not given)	-7	-1.0	.	-7	-2	-15	1.6	1	2.7	-5
57	CC(C)NC(=O)CSc1nnc(COc2ccccc2Cl)o1	-26	-0.5	-1.9	-2	0	-9	0.3	-5	1.9	-2
58	CC1CC2(CCCCC2)Nc2ccc3ccccc3c21 (stereo not given)	0	-1.2	-0.2	-2	0	18	2.9	-7	-0.8	.
